High-throughput results (PubChem)
A549 tox – counter-screen for Nrf2 inhibitors: cytotoxicity in A549 cells; A549 ARE-Fluc cells, CellTiter-Fluor viability, 18-24 h; Potency, µM (highest dose often 46 µM), for inactives: at the highest dose activity change, negative = cytotoxicity, most hits filed as inhibitors; 390,000 tested, 0.16% active; AID 504648; also: potency is read from the fitted curve at half-maximal effect; % is scaled to controls: 0 for no effect and ±100 for the full control effect
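A549 ARE-Fluc cells in 5% FBS OPTI-MEM, 5000 cells/well, rested 2 h then exposed to compounds in concentration-response for 18-24 h at 37 °C. Viability by CellTiter-Fluor fluorescence (Ex 405/Em 525) after 30 min; luciferase luminescence (BugLite, 15 min, RT) read afterwards.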
TGFb SMAD3 inh – inhibitors of TGF-b signaling | Potency, µM (series often up to 46.1 µM), inactives show at the top dose activity, negative = inhibition, usual class: inhibitors | 410,000 tested, 1.2% active | HepG2 CAGA-GFP TGF-b/SMAD3 reporter, GFP fluorescence, 18 h; TGF-beta stimulated, 500 pg/mL final; also: potency is read from the fitted curve at half-maximal effect; % is scaled to controls: 0 for no effect and ±100 for the full control effect; nearly all actives have a fitted effect of over 65% in size
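Inhibition of TGF-beta-driven CAGA-GFP reporter expression in HEPG2 cells is measured by cellular GFP fluorescence after 18 h stimulation with 500 pg/mL recombinant TGF-beta in 1% FBS medium at 37 degrees C.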
EPAC2 agonist – EPAC2 (human) agonism; Q8WZA2; Potency, µM (titrated, usually from 154 µM), for the others: at the top dose activation, hits mostly activators; EPAC2 activation, biochemical qHTS; response scale: 100% = 6.5 mM cAMP response; 360,000 tested, 0.079% active; AID 720711; also: potency is read from the fitted curve at half-maximal effect; nearly all actives have a fitted effect of over 50% in size
Target sequence (Q8WZA2 whole entry, looked up): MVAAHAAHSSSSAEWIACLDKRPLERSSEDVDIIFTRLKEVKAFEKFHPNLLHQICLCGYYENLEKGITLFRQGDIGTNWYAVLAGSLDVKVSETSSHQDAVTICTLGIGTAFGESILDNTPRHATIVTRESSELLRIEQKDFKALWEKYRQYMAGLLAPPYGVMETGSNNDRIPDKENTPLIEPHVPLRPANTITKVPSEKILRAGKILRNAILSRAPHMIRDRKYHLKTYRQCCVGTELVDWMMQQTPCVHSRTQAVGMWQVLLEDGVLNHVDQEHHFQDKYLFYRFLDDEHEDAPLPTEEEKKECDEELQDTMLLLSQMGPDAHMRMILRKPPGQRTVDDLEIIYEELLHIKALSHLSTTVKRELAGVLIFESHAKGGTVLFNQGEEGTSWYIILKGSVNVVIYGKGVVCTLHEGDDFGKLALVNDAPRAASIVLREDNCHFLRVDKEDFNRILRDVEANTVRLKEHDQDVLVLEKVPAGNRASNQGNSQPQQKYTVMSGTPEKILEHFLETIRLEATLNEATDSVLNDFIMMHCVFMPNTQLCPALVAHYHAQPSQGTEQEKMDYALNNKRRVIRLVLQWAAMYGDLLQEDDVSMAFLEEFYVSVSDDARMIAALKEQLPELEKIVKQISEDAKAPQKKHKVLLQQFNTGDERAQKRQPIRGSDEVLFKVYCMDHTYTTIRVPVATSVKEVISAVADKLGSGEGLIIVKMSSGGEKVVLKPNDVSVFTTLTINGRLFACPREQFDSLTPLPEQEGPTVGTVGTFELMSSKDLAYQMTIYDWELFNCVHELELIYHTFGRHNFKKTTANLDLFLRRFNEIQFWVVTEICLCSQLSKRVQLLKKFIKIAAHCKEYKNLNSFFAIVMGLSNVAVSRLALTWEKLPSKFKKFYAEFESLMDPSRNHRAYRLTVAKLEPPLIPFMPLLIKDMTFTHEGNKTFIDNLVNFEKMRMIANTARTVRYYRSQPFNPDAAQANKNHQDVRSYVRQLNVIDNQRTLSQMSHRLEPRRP
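qHTS, titration series. 100 nM EPAC2 / 250 nM Rap1B-BODIPY-GDP / 50 uM GDP; RT; ex 480/em 540 nm, 5-min reads to 30 min. Norm. to 6.5 mM cAMP = activation.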
Nrf2 block – inhibitors of Nrf2 signaling; Potency, µM (doses to about 46 µM), inactives show at the top dose activity change, negative = inhibition, usual class: inhibitors; AID 504444; 360,000 tested, 2.1% active; A549 ARE-Fluc reporter, luciferase luminescence, 18-24 h; also: potency is read from the fitted curve at half-maximal effect; % is scaled to controls: 0 for no effect and ±100 for the full control effect; nearly all actives have a fitted effect of over 60% in size
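Two sequential reads on A549 ARE_Fluc cells exposed to compound for 18-24 h: a CellTiter-Fluor fluorescence read for viability, then a luciferase luminescence read for Nrf2/ARE activity.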
EPAC2 antag – antagonists of human EPAC2; Q8WZA2; EPAC2 GEF exchange of Rap1B-BODIPY-GDP, fluorescence; Potency, µM (titrated, usually from 114 µM), for inactives: at the highest dose activity, negative = inhibition, most hits filed as inhibitors; 360,000 tested, 0.18% active; AID 720708; also: potency is read from the fitted curve at half-maximal effect; % is scaled to controls: 0 for no effect and ±100 for the full control effect; nearly all actives have a fitted effect of over 45% in size; many of its hits are not listed in these tables
Akt phos inh – Akt phosphorylation inhibition; activity change, % for hits at 50 µM; Neuro2A IGF-stimulated pAkt S473 HTRF, 20 min; hits give low values; AID 651550; 360,000 tested, 0.32% active; in the data active = activity change below about -80%; inconclusive = mostly about -51% to -80%; also: % is scaled to controls: 0 for no effect and ±100 for the full control effect
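Neuro2A cells in DMEM with 0.5% FBS, overnight at 37 deg C, given compound at single 50 µM final, then IGF (6 nM final) for 20 min at 37 deg C. Lysed; phospho-Akt Ser473 by HTRF after 24 h, 665/615 ratio.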
CCT modulator – changes cytosolic chaperonin activity. purified chaperonin ATPase assay, HTRF ADP detection, 30 min. activity change, % (concentration not given with the values), hits read low. 360,000 tested, 0.3% active. AID 651819; in the data active = activity change below about -30%; also: % is scaled to controls: 0 for no effect and ±100 for the full control effect
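TRiC at 40 or 20 nM final (batch-dependent) in 30 mM Tris pH 7.4, 100 mM KCl, 5 mM MgCl2, 1 mM DTT, with compound at single 76 uM and 10 uM ATP, 30 min at 37 deg C. ADP detected by HTRF Transcreener, 665/615 ratio.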
Nrf2 ARE act – Nrf2 pathway activation | AREc32 ARE-luciferase reporter (MCF7-derived line), luminescence, 24 h | 410,000 tested, 0.31% active | Potency, µM (top dose mostly 46.1 µM), inactives show at the top dose activation, most hits filed as activators; also: potency is read from the fitted curve at half-maximal effect; % of control where 0% means no effect; nearly all actives have a fitted effect of over 65% in size
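Each well held 1000 AREc32 cells, which were incubated with compound for 24 hr at 37 deg C after overnight attachment, and ARE reporter activity was quantified by firefly luciferase luminescence.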
Mm-Cpn inhibitor – inhibitors of Methanococcus maripaludis chaperonin (MmCpn). purified Mm-Cpn ATPase, ADP Transcreener TR-FRET. Potency, µM (series often up to 76.9 µM), without a hit: at the top dose activity, negative = inhibition, usual class: inhibitors. 330,000 tested, 0.031% active; also: potency is read from the fitted curve at half-maximal effect; % is scaled to controls: 0 for no effect and ±100 for the full control effect; nearly all actives have a fitted effect of over 80% in size
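Quantitative HTS used 25 nM Mm-CPN and 10 uM ATP in magnesium/KCl Tris buffer, pH 7.4, with 1 mM DTT. Hydrolysis ran 30 min at 37°C; ADP was read by HTRF.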
The depositor's hits bear a star; i = inactive; ? = inconclusive; / = not tested or not shown; & = joins results of further samples. Unless noted, calls follow the shape of the dose curve; as a rule, active = well fitted curve in the direction sought with a large enough effect; inconclusive = small, poorly fitted or top-dose-only effect, or another doubt; inactive = no such curve, though single readings can be large; an effect the other way counts as inactive or inconclusive. Only part of the results is shown, so the mix of outcomes need not match the whole.

Sequence of screens: Akt phos inh	Nrf2 ARE act	CCT modulator	EPAC2 antag	A549 tox	Mm-Cpn inhibitor	TGFb SMAD3 inh	Nrf2 block	EPAC2 agonist
Cc1onc(-c2c(Cl)cccc2Cl)c1C(=O)Nc1ccc(N2CCOCC2)cc1
 : i	-0.2%	-1.0	-4%	0%	2%	-1%	0%	10%
C[C@H]1CN([C@@H](C)CO)C(=O)CCCn2cc(nn2)CO[C@@H]1CN(C)C(=O)Nc1ccc(N2CCN(C)CC2)cc1
 : i	-0.2%	0.0	1%	/	/	-10%	/	-14%
COc1ccc(/C=C/C(=O)OCC(=O)N2c3ccccc3CC2C)c(OC)c1 (centres undefined)
 : i	-2.3%	-0.7	1%	/	/	2%	/	14%
C[C@H](CO)N1C[C@H](C)[C@@H](CN(C)Cc2cncnc2)Oc2cc(Br)ccc2S1(=O)=O
 : i	0.5%	0.5	-11%	/	/	?	/	2%
CC1=C(C(=O)OCCOC(C)C)C(c2cccc3ccccc23)NC(=O)N1 (centres undefined)
 : i	0.1%	-6.0	-6%	0%	/	12%	-26%	12%
O=C(Nc1ccc2c(c1)ncn2C1CCCCC1)c1ccco1
 : i	2.5%	-3.3	-5%	10%	2%	-17%	?	-5%
Cc1ccc(C(=O)CCC(=O)Nc2cccnc2)cc1C
 : i	0.3%	0.5	0%	0%	-1%	3%	-16%	-1%
CCOc1ccc(C(=O)OCC(=O)N2CCCC2)cc1OCC
 : i	-0.6%	1.9	12%	1%	1%	4%	8%	-1%
O=c1c2ccccc2oc2cc(NCCCN3CCOCC3)ccc12
 : i	11%	-5.1	11%	0%	-10%	?	?	-2%
CCC/C(O)=C1\C(=O)CC(c2ccccc2)CC1=NCCc1c(C)[nH]c2ccc(C)cc12 (centres undefined)
 : i	0.3%	-1.5	-1%	3%	-2%	-1%	6%	3%
O=C(NC(=S)Nc1ccccc1Br)c1cccnc1
 : i	11%	-1.6	-12%	0%	-1%	-22%	14%	-1%
Cc1ccc(S(=O)(=O)Oc2cc(N)c3c(n2)CCC3)cc1
 : i	-0.3%	0.0	1%	2%	2%	-14%	-8%	2%
O=C(N/N=C/c1ccc(OC(=O)c2cccs2)cc1)c1cccc(F)c1
 : i	5.5%	1.5	-5%	-7%	-1%	-2%	-3%	2%
CN(C)S(=O)(=O)c1cccc(NC(=O)COC(=O)c2cc(=O)c3ccccc3o2)c1
 : i	0.1%	1.1	6%	12%	3%	-1%	25%	11%
CN1CCN(C(=O)c2cc3nc(-c4ccco4)cc(C(F)(F)F)n3n2)CC1
 : i	2.7%	3.1	-5%	0%	-2%	14%	?	1%
Cc1ccc(C(=O)c2nccn2C)cc1C
 : i	3.5%	-0.5	2%	1%	3%	-10%	?	3%
Cc1cc(=O)oc2cc(OCC(=O)N/N=C/c3ccccc3O)ccc12
 : i	0.2%	-0.9	1%	1%	2%	11%	9%	10%
N#CCC(=O)Nc1ccccc1C(=O)O
 : i	-0.2%	-0.4	9%	-10%	-6%	-10%	7%	-10%
CC(=O)Nc1n[nH]c(-c2ccc(C)cc2)c1C
 : i	0.4%	-0.5	1%	-1%	2%	9%	7%	5%
CCO[C@@H]1OC(C(=O)Nc2ccccc2)=C[C@H](c2coc3ccccc3c2=O)[C@H]1CCCO
 : i	6.5%	-0.2	-11%	-5%	/	?	?	6%

Part of the list above, field by field:
CCC/C(O)=C1\C(=O)CC(c2ccccc2)CC1=NCCc1c(C)[nH]c2ccc(C)cc12 (centres undefined)
  Akt phos inh = i; Nrf2 ARE act = 0.3%; CCT modulator = -1.5; EPAC2 antag = -1%; A549 tox = 3%; Mm-Cpn inhibitor = -2%; TGFb SMAD3 inh = -1%; Nrf2 block = 6%; EPAC2 agonist = 3%

O=C(NC(=S)Nc1ccccc1Br)c1cccnc1
  Akt phos inh = i; Nrf2 ARE act = 11%; CCT modulator = -1.6; EPAC2 antag = -12%; A549 tox = 0%; Mm-Cpn inhibitor = -1%; TGFb SMAD3 inh = -22%; Nrf2 block = 14%; EPAC2 agonist = -1%

Continuation:
Sequence of screens: Akt phos inh	Nrf2 ARE act	CCT modulator	EPAC2 antag	A549 tox	Mm-Cpn inhibitor	TGFb SMAD3 inh	Nrf2 block	EPAC2 agonist
Cc1ccccc1NC(=O)CCn1c(=O)oc2ccccc21
 : i	0.7%	-2.0	-5%	7%	-1%	-28%	7%	4%
O=C(Nc1ccccc1C(=O)Nc1nnc(C(F)(F)F)s1)c1ccccc1
 : i	0.3%	0.3	13%	13µM*	0%	?	?	-8%
Cc1ccc(-c2csc(NC(=O)CN3CC(C)OC(C)C3)n2)cc1 (centres undefined)
 : i	2.7%	-1.3	-6%	-21%	0%	-28%	-25%	4%
CC(=O)c1ccc(NC(=O)C(C)NCc2ccc(Cl)cc2)cc1 (centres undefined)
 : i	0.9%	-1.2	1%	4%	-4%	10%	4%	9%
COc1ccccc1NC(=O)Cn1c(=O)n(Cc2nc(C)no2)c(=O)c2cc3c(cc21)OCO3
 : /	0.5%	/	/	-1%	/	1%	-17%	/
Cc1nc2c(C)cccn2c1C(=O)c1ccccc1
 : i	0.5%	-1.0	0%	-6%	0%	2%	-26%	-4%
CC(C)CC1C(=O)N(Cc2cn(CCC3OCCO3)nn2)CCS(=O)(=O)N1Cc1ccc(-c2ccncc2)cc1 (centres undefined)
 : i	1.1%	-1.0	?	/	/	-2%	/	6%
O=C(NCCCn1ccnc1)c1cccc(S(=O)(=O)Nc2ccccc2F)c1
 : i	-0.2%	-3.1	12%	-5%	1%	-1%	-20%	8%
Cc1ccc(OCC(=O)c2cc(C)c(C)cc2C)c([N+](=O)[O-])n1
 : i	?	1.4	6%	-8%	-4%	11µM*	11%	-15%
CCN(CC)C(=O)Nc1ccc2c(c1)N(Cc1ccccc1)C(=O)c1ccccc1S2
 : /	2.5%	/	/	-2%	/	-22%	4%	/
Cc1cc(O)cc(O)c1C=NCc1ccco1
 : i	9.4%	-1.1	-6%	-12%	1%	20µM*	-2%	20%
Cc1ccc(CNC(=O)c2ccc3c(c2)CCN3S(=O)(=O)c2ccc(Br)cc2)cc1
 : /	-0.5%	/	/	9%	/	?	-22%	/
COc1ccc(OCc2nc3c4cc(OC)c(OC)cc4nc(=S)n3[nH]2)cc1
 : i	-0.3%	-0.1	4%	1%	1%	?	2%	-8%
Cc1cccc(N2CCN(c3cc(C)nc4nnnn34)CC2C)c1 (centres undefined)
 : i	-0.5%	-1.4	3%	-4%	1%	-6%	7%	1%
Cc1cccc(NS(=O)(=O)c2ccc3c(c2)CCN3C(=O)C2CC2)c1C
 : /	3.4%	/	/	-2%	/	-28%	?	/
O=C(CCc1ccc(S(=O)(=O)NC2CCCCC2)cc1)NCc1ccccc1
 : i	-0.5%	-0.2	14%	2%	-2%	-29%	/	4%
CCOC(=O)c1c(C)n(C)c2cc(Br)c(O)c(O)c12
 : i	12%	0.0	-5%	-4%	0%	?	3%	0%
Cc1nn(-c2ccccc2)c(C)c1C(=O)NCc1ccc(S(N)(=O)=O)cc1
 : i	0.3%	-2.1	6%	-6%	4%	12%	-3%	5%
Clc1cccc(Cl)c1CSc1nnc(-c2sccc2-n2cccc2)o1
 : i	3.3%	-3.2	-9%	?	-1%	8%	/	10%
Cc1ccc(N=C2SC(C(=O)Nc3ccc(OC(F)(F)F)cc3)C(N)=C2C(=O)Nc2c(C)cc(C)cc2C)cc1 (centres undefined)
 : i	-2.9%	-2.0	-11%	?	-3%	7.1µM*	?	-6%
COc1cccc(C(O)c2nc(-c3ccncc3)cs2)c1 (centres undefined)
 : i	4.7%	-0.7	-8%	/	/	9%	/	8%
COc1ccc(-c2coc3cc(OC(C)=O)ccc3c2=S)cc1
 : i	5.7%	-0.5	11%	-13%	/	-26%	22%	12%
Cc1c(NC(=O)CC(=O)Nc2c(C)n(C)n(-c3ccccc3)c2=O)c(=O)n(-c2ccccc2)n1C
 : i	-0.3%	1.2	9%	-1%	4%	11%	10%	8%
O=C(CNC(=O)c1ccccc1Cl)OCc1cc(=O)n2ccsc2n1
 : /	-0.2%	/	/	-2%	/	2%	?	/
COc1ccc(NC(=O)C(=O)NNC(=O)C(C)Oc2ccc(Cl)cc2Cl)cc1 (centres undefined)
 : i	0.0%	-0.6	2%	1%	2%	3%	-1%	10%
COC(=O)C/C(O)=C(/N=Nc1cccc(C(F)(F)F)c1)C(=O)OC
 : i	-0.3%	-0.2	5%	0%	-2%	-10%	-7%	7%
CCn1c(C(O)c2cccc(OC)c2OC)nc2ccccc21 (centres undefined)
 : i	-0.7%	-1.8	3%	-5%	-1%	?	8%	7%
O=S1(=O)[C@H]2C[C@@H]3C=C[C@@]2(CN1Cc1cccc(F)c1)O3
 : i	-1.4%	-6.5	6%	2%	3%	21%&-6%	-5%	10%
CCOP(=O)(OCC)C(Nc1ccccn1)c1ccc(F)cc1 (centres undefined)
 : i	-0.2%	0.9	12%	1%	1%	13%	5%	-1%
CC(CC(=O)N1CCc2ccccc21)S(=O)(=O)c1ccc2c(c1)NC(=O)CO2 (centres undefined)
 : i	1.3%	-0.9	2%	7%	2%	0%	14%	3%
Cc1ccc2oc(C(=O)Nc3sc4c(c3C(=O)NCC3CCCO3)CCC4)cc(=O)c2c1 (centres undefined)
 : /	-0.3%	/	/	0%	/	-5%	8%	/
COc1ccc(C(=O)C[n+]2ccc(-c3nnc4n3CCCCC4)cc2)cc1
 : i	3.2%	0.4	1%	4%	-2%	24%	7%	4%
COc1cccc(CNC(=O)C2CCCN(c3nc4ccccc4n4cccc34)C2)c1 (centres undefined)
 : /	-0.3%	/	/	1%	/	0%	-10%	/
